mIAP block: blocks mouse intestinal alkaline phosphatase; purified mouse IAP, CDP-Star luminescence, 30 min; 0.2% of 330,000 active; inhibition, % at 10 µM;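 active = inhibition of at least 40% at 10 µM in the primary screen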;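 also: plate controls were DMSO with enzyme for no effect and no enzyme wells for full effect; values of inactives mirror those of a sister screen read the other way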
mIAP act: mouse IAP activation; muIAP, CDP-Star luminescence, 30 min; active compounds read high; 1 = vehicle-only enzyme signal, 0 = enzyme-free wells; activation factor at 10 µM; 0.24% of 330,000 active; AID 2805;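 active = activation factor of at least 2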; also: the source names both 10 and 20 µM as test concentration; values of inactives mirror those of a sister screen read the other way
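System: mouse IAP enzyme. Reagent: CDP-Star chemiluminescent phosphatase substrate. Benchmarks: DMSO wells, no-enzyme wells. Times: 30 min enzyme-substrate-compound incubation at room temperature. Detection: luminescence from enzymatic CDP-Star hydrolysis. Doses: test compounds delivered from DMSO solution.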
NLRP3 yeast inh: NALP3 inhibition in yeast; Yeast reconstituted NLRP3/ASC/caspase-1, beta-gal luminescence, 24 h; inhibition, % at 10 µM; 0.39% of 330,000 active; AID 2825;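 active = inhibition of 50% or more; inactive = inhibition below 50%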;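 also: plate controls were induced DMSO wells for no effect and uninduced yeast grown without galactose for full effect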
TIM10 inh: inhibits growth of TIM10 yeast strain; S. cerevisiae TIM10 strain growth, BacTiter-Glo luminescence, 24 h; inhibition, % at 10 µM; 1.4% of 330,000 active; AID 463195;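 active = inhibition of 40% or more at the single tested concentration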;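 also: wild-type TIM10 isogenic control strain grown at permissive 25 °C; 0% = DMSO yeast wells and 100% = minimal medium wells without yeast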
hIAP activ: human IAP activation; P09923; purified human IAP, CDP-Star luminescence, 30 min; active compounds read high; 1 = vehicle-only enzyme, 0 = enzyme-free background; activation factor at 10 µM; 0.16% of 330,000 active;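 active = activation factor of the enzyme at least 2-fold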; also: the source names both 10 and 20 µM as test concentration; values of inactives mirror those of a sister screen read the other way
Target sequence (P09923 whole entry, looked up): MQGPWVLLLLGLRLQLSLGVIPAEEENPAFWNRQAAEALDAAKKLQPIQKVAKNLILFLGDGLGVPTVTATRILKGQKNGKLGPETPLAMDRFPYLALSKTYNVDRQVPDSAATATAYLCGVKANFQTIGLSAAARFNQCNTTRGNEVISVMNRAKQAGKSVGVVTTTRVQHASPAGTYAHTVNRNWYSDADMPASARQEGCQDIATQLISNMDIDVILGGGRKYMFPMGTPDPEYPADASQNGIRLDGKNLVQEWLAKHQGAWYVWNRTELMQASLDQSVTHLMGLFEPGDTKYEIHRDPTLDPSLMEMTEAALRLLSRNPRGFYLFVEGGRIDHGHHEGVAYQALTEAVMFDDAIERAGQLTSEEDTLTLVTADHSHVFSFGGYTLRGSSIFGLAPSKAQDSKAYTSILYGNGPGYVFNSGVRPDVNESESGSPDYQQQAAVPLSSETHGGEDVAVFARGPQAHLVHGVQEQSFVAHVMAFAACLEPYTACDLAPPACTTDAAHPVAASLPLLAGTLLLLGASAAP
tim10-1 inh: growth inhibitors of tim10-1 mutant yeast; S. cerevisiae tim10-1 ts strain growth, BacTiter-Glo, 24 h; inhibition, % at 20 µM; 2.2% of 330,000 active; AID 463190;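 active = inhibition of at least 40%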;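 also: mutant grown at 25 °C; 0% = DMSO wells with yeast and 100% = wells holding no yeast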
ATG4B inhibitor: inhibitors of human ATG4B cysteine protease | Q9Y4P1 | ATG4B cleavage of LC3-PLA2, NBD-HPC fluorescence, 1 h | inhibition, % at 8.33 µM | 0.51% of 340,000 active | AID 504462; in the data active = inhibition above about 40%
Target sequence (Q9Y4P1 whole entry, looked up): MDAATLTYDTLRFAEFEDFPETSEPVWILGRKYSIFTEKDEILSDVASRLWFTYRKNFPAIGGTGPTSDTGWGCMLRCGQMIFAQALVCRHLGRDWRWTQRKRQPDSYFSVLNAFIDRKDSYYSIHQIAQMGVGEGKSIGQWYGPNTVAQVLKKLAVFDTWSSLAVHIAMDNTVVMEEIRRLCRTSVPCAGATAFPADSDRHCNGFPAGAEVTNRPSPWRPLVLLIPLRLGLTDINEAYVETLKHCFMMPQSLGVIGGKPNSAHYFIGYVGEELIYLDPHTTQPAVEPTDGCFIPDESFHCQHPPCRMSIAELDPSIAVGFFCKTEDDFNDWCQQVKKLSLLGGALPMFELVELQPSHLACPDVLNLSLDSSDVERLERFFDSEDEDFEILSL
Apaf-1 inh: inhibitors of human Apaf-1 apoptosome | 0.71% of 330,000 active | inhibition, % at 20 µM | reconstituted apoptosome caspase-3 activity, DEVD-Rh110 fluorescence | AID 489030; active = inhibition of at least 40% at 20 µM;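 also: plate controls were DMSO wells for no effect and DEVD-CHO caspase inhibitor wells for full effect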
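Material: biochemical Apaf-1 apoptosome reconstitution. Medium: Hepes buffer, pH 7.5. Also added: cytochrome c activation, bis-DEVD rhodamine 110 substrate. Timing: 30 min compound preincubation, 50 min activation, room temperature. Measured by: rhodamine 110 fluorescence at Ex 480/Em 540 nm.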
hIAP inh: blocks human intestinal alkaline phosphatase. 0.12% of 330,000 active. inhibition, % at 10 µM. purified IAP, CDP-Star luminescence, 30 min. AID 2544;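 active = inhibition reaching a set limit with compound at 10 µM in the primary screen, cut at about 35% in these data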;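 also: plate controls were DMSO wells with enzyme for no effect and no-enzyme buffer wells for full effect; values of inactives mirror those of a sister screen read the other way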
The depositor's hits bear a star; · = not tested or not shown. No enrichment for hits; overall some 4.5% were active at least once.

Molecule,mIAP block,NLRP3 yeast inh,hIAP activ,hIAP inh,Apaf-1 inh,tim10-1 inh,ATG4B inhibitor,TIM10 inh,mIAP act
Nc1nc(SCC(=O)NCc2ccc(F)cc2)[nH]c(=O)c1NC(=O)c1ccc(Cl)cc1,5,12,1,-4,-1,10,8,0,0.95
CC1CN(S(=O)(=O)c2cccc(C(=O)NN3CCN(C)CC3)c2)CC(C)O1 (stereo not given),4,12,0.98,2,2,8,-13,10,0.96
CC(C)=CC[N+]1(C)CCCCC1,8,14,1,0,-8,5,4,-13,0.92
CC1C(=O)Nc2ccc(S(=O)(=O)N3CCCCCC3)cc21 (stereo not given),7,17,0.97,3,3,0,-3,-1,0.93
CSCC[C@H](NC(=O)Nc1ccc(OC(F)(F)F)cc1)C(=O)O,0,19,0.99,1,-21,-8,-9,4,1
NS(=O)(=O)OCCCc1ccc(C(F)(F)F)cc1,34,13,0.99,0,4,-3,-2,1,0.67
COc1ccc(C(=O)OC(C)C(=O)NC(C)CCc2ccccc2)cc1[N+](=O)[O-] (stereo not given),4,15,1,-1,9,-3,-1,-8,0.96
COc1ccc(-n2ncc3c(NC(C)C)ncnc32)cc1,-1,10,1,-1,-1,-16,0,3,1
C(=N\N1CCN(Cc2ccccc2)CC1)/c1cccs1,-1,13,1.3,-27,5,0,-10,6,1
CSc1cccc(NC(=S)N(Cc2ccc(C)cc2)Cc2cccnc2)c1,-4,22,0.96,4,14,18,-1,18,1
Cc1ccc(CNC(=O)[C@]2(C)CCC[C@@]3(C)C4CC[C@@]5(C)C[C@]4(CCC32)CC5=O)cc1 (stereo not given in full),-21,35,1.1,-6,31,-37,-12,-41,1.2
O=C(Nc1ccc(F)cc1)c1csc(Cc2ccccc2)n1,5,-9,1,0,-2,5,-4,20,0.95
CCC(=O)NC1(C(F)(F)F)C(=O)Nc2c1c(=O)[nH]c(=O)n2Cc1ccco1 (stereo not given),-11,13,0.93,7,-7,-7,4,-1,1.1
Cc1cccn2cc(CNC(=O)c3ccc(Br)o3)nc12,-10,0,0.81,20,-3,-19,-6,-4,1.1
Cc1nn(Cc2ccc([N+](=O)[O-])cc2)c(=O)n1-c1ccc(F)cc1,5,8,1,-3,4,10,5,-20,0.95
CCN1CCN(C(=O)c2cc3cc4cc(OC)ccc4nc3s2)CC1,-3,16,1.8,-84,11,6,-5,-6,1
COC(=O)c1ccccc1NC(=O)CN1CCC(C)CC1,8,3,1,-1,9,16,-3,-5,0.92
NC1=NC(=O)/C(=C/c2cn(Cc3ccccc3)c3ccccc23)S1,1,21,0.9,10,28,25,-11,24,0.99
COc1ccc(-c2cc(C(=O)NCCCN3CCOCC3)c3ccccc3n2)cc1OC,-1,23,1,-5,9,20,-20,7,1
COc1ccc(CN2CCCN(S(=O)(=O)c3ccc(Br)cc3)CC2)cc1,0,22,1.1,-13,19,-27,2,-62,1
O=C(c1ccc(C(=O)N2CCCc3ccccc32)s1)N1CCCc2ccccc21,10,-1,0.94,6,6,-32,36,-27,0.9
O=C(c1ccc(O)cc1)c1ccc(C(=O)c2ccc(O)cc2)cc1,25,1,0.96,4,-4,15,4,9,0.75
CCOC(=O)N1CCC(N2C(=O)c3ccccc3C2Nc2ccc(S(=O)(=O)N3CCCCC3)cc2)CC1 (stereo not given),-16,4,1.1,-6,15,6,·,1,1.2
O=C(/C=C/c1cc([N+](=O)[O-])ccc1OC(F)F)Nc1cccc(OC(F)F)c1,3,2,1.1,-7,-8,-7,-6,2,0.97
COc1ccc(OC)c(NC(=O)CNC(=O)c2ccc([N+](=O)[O-])cc2)c1,-10,3,1,-1,-17,-3,-3,9,1.1
COc1ccc(C(=O)COC(=O)CN2C(=O)C3C4C=CC(C4)C3C2=O)cc1 (stereo not given),-17,13,0.91,9,1,12,-8,17,1.2
CN(CC(=O)NCc1ccccc1Cl)S(=O)(=O)c1ccc2c(c1)n(C)c(=O)c(=O)n2C,10,20,0.98,2,-8,16,-4,-11,0.9
COc1ccccc1OCCn1c(=S)[nH]c2ccccc21,-1,16,0.98,2,5,11,-8,11,1
CCOCCCNC(=O)C1CCN(S(=O)(=O)c2ccc(C)cc2)CC1,2,-16,0.88,12,-7,11,-6,2,0.97
O=C(CNC(=O)c1ccc(S(=O)(=O)N2CCCC2)cc1)N/N=C/c1c(Cl)cccc1Cl,10,13,0.94,6,9,15,-10,4,0.9
CCOc1ccc(CNC(=O)CCCn2nc(C)c3c(C)n(-c4ccc(C)cc4)nc3c2=O)cc1,0,7,1.5,-53,3,6,-9,7,1
CCOc1ccc(/C=N/n2c(C3CCCCC3)n[nH]c2=S)cc1,10,24,1.1,-10,34,28,1,37,0.9

Gathered by group, the compounds so far with a CF3 group.
Molecule,mIAP block,NLRP3 yeast inh,hIAP activ,hIAP inh,Apaf-1 inh,tim10-1 inh,ATG4B inhibitor,TIM10 inh,mIAP act
CSCC[C@H](NC(=O)Nc1ccc(OC(F)(F)F)cc1)C(=O)O,0,19,0.99,1,-21,-8,-9,4,1
NS(=O)(=O)OCCCc1ccc(C(F)(F)F)cc1,34,13,0.99,0,4,-3,-2,1,0.67
CCC(=O)NC1(C(F)(F)F)C(=O)Nc2c1c(=O)[nH]c(=O)n2Cc1ccco1 (stereo not given),-11,13,0.93,7,-7,-7,4,-1,1.1

Next section.
Molecule,mIAP block,NLRP3 yeast inh,hIAP activ,hIAP inh,Apaf-1 inh,tim10-1 inh,ATG4B inhibitor,TIM10 inh,mIAP act
C=CCn1c(SCC(=O)Nc2nnc(C)s2)nnc1-c1cccnc1,6,-11,0.81,19,-5,-5,14,1,0.94
Cn1cnnc1Sc1ccc(C(=O)OCC(=O)NCC(F)(F)F)cc1[N+](=O)[O-],4,7,0.97,3,-15,9,-4,-7,0.96
O=C(CC1C(=O)NCCN1C/C=C/c1ccccc1)NCCc1ccncc1 (stereo not given),-3,7,1.1,-5,-1,1,-7,18,1
O=C(COc1ccccc1)Nc1ncc2c(n1)CCCC2=O,-7,15,1,-3,-3,-6,-4,6,1.1
CC(C)(C)OC(=O)C[C@@H]1C/C=C\C[C@@H](CC(=O)N(CCO)Cc2ccccc2)C(=O)NCCOC1=O,-5,11,1,-2,1,-4,-2,8,1.1
O=C(CNC(=O)c1cccs1)NCC(=O)OCc1ccc(Cl)cc1,6,9,1.1,-9,-15,-10,-3,5,0.94
Nn1c(SCC(=O)NC2CCS(=O)(=O)C2)nnc1-c1ccco1 (stereo not given),0,2,0.97,2,-9,4,-9,1,1
Cn1c(=O)[nH]c(=O)c2c1nc(N/N=C/C(Br)=C/c1ccccc1)n2CCO,11,8,1.2,-20,13,0,-10,-1,0.89
CCOc1ccc(CCNC(=O)CCS(=O)(=O)c2ccc(OC)cc2)cc1OCC,-2,5,1,-4,-2,1,1,-9,1
N#Cc1cnc2sc3ccccc3n2c1=N,11,-9,0.83,17,-1,15,-2,6,0.89
S=c1nc(NCc2ccc3c(c2)OCO3)c2ccccc2[nH]1,-4,-3,1.1,-9,5,-6,3,-21,1
COc1cc2sc(-c3ccccc3OC)c(-c3ccc(OCCN4CCOCC4)cc3)c2cc1OC,-7,·,·,·,27,36,-9,10,1.1
Cc1ccc(C)c(OCc2ccc(C(=O)NN)o2)c1,0,11,1.4,-38,8,16,-6,4,1
Cc1csc(SCC(=O)N(C)c2c(N)n(Cc3ccccc3)c(=O)[nH]c2=O)n1,-1,25,0.94,6,-5,3,1,6,1
COc1ccc(S(=O)(=O)N2CCC(C(=O)Oc3cccc(C)c3)CC2)cc1OC,-2,49,1.4,-40,11,3,-6,12,1
COc1ccc(N2CCN(C(=O)CN(C)S(=O)(=O)c3ccc4c(c3)c(=O)n(C)c(=O)n4C)CC2)cc1,2,19,0.91,9,-6,11,-17,3,0.97
Cc1ccc(C(=O)OCC(=O)NCC2COc3ccccc3O2)cc1 (stereo not given),-19,23,1.1,-9,7,19,0,7,1.2
CCOC(=O)CSc1nc(=O)n2ccc(C)cc2n1,-2,8,0.98,2,-5,-9,-12,-6,1
CCN(CC)CCNC(=O)c1ccc(NC2=NC3CS(=O)(=O)CC3S2)cc1 (stereo not given),-4,-2,0.84,16,3,-4,-9,6,1
Cc1cccc(NC(=O)c2ccc(-n3ccnc3)nc2)c1,-2,26,1,0,-2,-16,-5,0,1
CC1(C)Cc2c(sc(NC(=O)c3ccco3)c2C#N)CO1,10,9,0.92,8,4,30,-5,-18,0.91
COC(=O)c1c(NC(=O)CC2Nc3ccccc3NC2=O)sc(C)c1C (stereo not given),4,4,0.72,28,-1,-5,-3,-12,0.96
O=c1c2cccnc2[nH]c(=S)n1CCCN1CCN(c2ccccc2F)CC1,0,9,1,-3,3,7,6,8,1
C=CCOc1ccc(CNC(C)(C)CO)cc1OCC,1,-9,0.99,1,-8,6,4,1,0.99
COc1cccc(OCC(=O)NNC(=O)c2ccc3ccccc3c2O)c1,31,12,1.7,-68,8,-20,2,-2,0.69
C/C(=N\NC(N)=O)c1c(F)cccc1F,-2,5,1.3,-27,-6,10,-5,0,1
O=C(NNC(=O)c1ccc(-c2ccc([N+](=O)[O-])cc2)o1)c1ccncc1,9,12,0.96,4,2,-6,-10,-10,0.91
C/C(=N\Nc1nc(C)cc(C)n1)c1ccc(N2CCOCC2)cc1,-10,8,0.98,2,-3,-9,-1,-6,1.1
COC(=O)[C@@H]1CC[C@H](C)[C@@H](c2ccc(C)cc2)N1C(=O)c1ccc(/C=N/O[C@@H](C)CN2CCCCc3nc(C)c(C)cc32)cc1,-2,9,0.88,12,23,32,·,-15,1
Cc1c(C)n(CCc2ccccc2)c2ncnc(NCCCN(C)C)c12,3,-12,1.2,-22,9,19,-9,-6,0.97
Cn1c(C(=O)NCCOc2ccccc2Cl)cc(=O)n(C)c1=O,-11,-1,1,0,-11,7,-5,4,1.1
C=CCN(C(=O)CCC(=O)Nc1cc(C)on1)C(C(=O)NC(C)(C)C)c1cccc(OC)c1OC (stereo not given),13,10,0.91,9,2,9,-9,4,0.87
CCOC(=O)CNC(=O)CSc1nc(-c2ccc(OC)cc2)ns1,14,17,0.99,1,-7,27,0,-8,0.86
CCCOc1ccc(/C=C/C(=O)N2CCN(c3ccccn3)CC2)cc1,9,17,0.88,12,5,32,5,13,0.91
O=C(/C=C/c1cccc([N+](=O)[O-])c1)Nc1ccc(NC(=O)c2cccs2)cc1,-2,-9,1.1,-11,-34,16,-9,-27,1
Nn1c(SCC(=O)NC(=O)NCc2ccco2)nnc1-c1ccc(OC(F)F)cc1,-9,-5,1.1,-11,4,4,3,-5,1.1

Individual results from the entries so far:
Under NLRP3 yeast inh, Nn1c(SCC(=O)NC(=O)NCc2ccco2)nnc1-c1ccc(OC(F)F)cc1 has the entry -5
Under mIAP block, CCCOc1ccc(/C=C/C(=O)N2CCN(c3ccccn3)CC2)cc1 has the entry 9

Compound activity (PubChem)
